Ins promoter up: insulin promoter activators in MIN6 cells, imaging, high-content screening, mouse beta cells; MIN6 insulin promoter-GFP reporter; hits give high values; z-score at 5 µM; actives 0.3% (n = 190,000);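 active = z-score above 3 at 5 µM with at least 500 cells counted in the well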
Lipid droplet: inhibitors of hepatocyte lipid droplet formation, primary screen, imaging, high-throughput imaging, BODIPY stain. AML12 mouse hepatocytes, oleate lipid droplets. AID 1656, 2009. actives 0.4% (n = 240,000). inhibition, % at 6.5 µM;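 active = lipid droplet intensity inhibited by at least 50%, with more than 500 cells counted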
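System: AML12 hepatocytes (mouse). Probe or stimulus: oleic acid at 100 µM to induce lipid droplet formation. Times: overnight treatment with compound plus oleate. Detection: Image-based BODIPY and DAPI two-channel analysis. Evaluation: percent inhibition of filter-corrected integrated lipid droplet intensity per well.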
T cell HTS: modulators of CD8 T cell-vesicle binding, primary screen, mouse 2C CD8+ T cells, flow cytometry. 2C CD8+ T cell-vesicle binding; hits give low values. actives 0.068% (n = 330,000). calls only at 7 µM. AID 2052, 2009;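 active = response, share of CD8 T cells binding vesicles, and their 90th percentile fluorescence all below set limits, cut at about 80% in these data, passing the limit was not always enough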
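Benchmarks: naked versus QL9-loaded vesicles / Assay system: purified 2C TCR transgenic mouse naive CD8+ T cells / Technique: high-throughput flow cytometry with anti-B7-1 and anti-CD8 staining / Timing: Cell–vesicle co-incubation 1.5 h at 37 °C, staining 20 min on ice / Read-out: percent CD8+ FL2 mean versus row control / Probe or stimulus: QL9-loaded Drosophila micro-vesicles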
Myeloid diff 2: induction of myeloid progenitor differentiation, primary screen, cell-based, flow cytometry, MLPCN library. actives 1% (n = 360,000). ER-HoxA9 myeloid progenitors, lysozyme-GFP differentiation. calls only at 10 µM;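 active = normalized GFP-positive differentiation at or above the plate's own cutoff, the solvent-only control mean plus 3 SD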;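 also: cells exposed to compound for four days before flow analysis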
MT stabilizer: microtubule stabilizers in HeLa cells, primary screen, imaging, high-content imaging; HeLa tubulin immunostaining HCS, 24 h; share of cells brighter than vehicle mean+2SD; % tubulin-high responders, % at 10 µM; actives 0.83% (n = 200,000); AID 2205, 2009;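 active = plate Z-score above 3 for both tubulin-high and condensed-nucleus cell shares, with cell loss under 80%, at 10 µM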;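 also: anti alpha tubulin signal scored within the nucleus-defined area of each cell; some results filed as inactive read as strong as hits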
TNAP activators: human TNAP enzyme activators, primary screen, biochemical, luminescent, no phosphate acceptor, uHTS (AID 1001) | Alkaline phosphatase, tissue-nonspecific isozyme (Homo sapiens) | purified TNAP, luminescent activation assay, no phosphate acceptor; higher activation fold means a stronger effect | activation fold at 20 µM, or EC50 in µM where a hit was titrated | actives 0.03% (n = 200,000); in the data active = activation fold from about 3, or a potency from the dose series; inactive = the rest, 99 in 100 with activation fold below about 1.6; also: many of its hits are not listed in these tables
human PMI inhibition: inhibitors of human PMI, primary screen, biochemical, fluorescence intensity, coupled assay (AID 1209); purified PMI enzyme, coupled fluorescence intensity; higher % means a stronger effect; one-dose inhibition, % at 20 µM; IC50 in µM for titrated hits; actives 0.42% (n = 190,000); in the data active = inhibition above about 50%;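 also: plate controls were DMSO vehicle for no effect and wells lacking substrate for full effect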
Dynein cargo inh: inhibitors of GR-EGFP nuclear translocation, primary screen, dynein cargo transport inhibitor project, imaging, high-content, 3617.4 mouse cells; test concentration mostly 20 µM; stimulated with dexamethasone, 1 µM; hits give low values; z-score, hits read low; actives 0.47% (n = 220,000); AID 1381, 2008;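 active = plate z-score of nuclear minus cytoplasmic receptor signal below a set negative limit, without overly bright fluorescence or cell loss, cut at about -3.5 in these data, passing the limit was not always enough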;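 also: z-score of nuclear minus cytoplasmic ring GR-EGFP intensity difference per well; some compounds called inactive have numbers as strong as hits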
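Buffer or medium: tet-free medium with charcoal-stripped serum / Also added: dexamethasone agonist, 1.0 µM final, for 30 min / Timing: induction 48 h, compound 1 h, agonist 30 min / Measured by: high-content fluorescence imaging after fixation / Read-out: nuclear-to-cytoplasmic GR-EGFP distribution per well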
bCat nuc transl: modulators of beta-catenin nuclear translocation, primary screen, imaging, HeLa cells, immunofluorescence, high-content. nuclear translocation activity, % at 5 µM. actives 0.3% (n = 190,000). AID 1665, 2009;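 active = nuclear translocation activity above 50% at 5 µM, with a well cell count of 50 or more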;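 also: per-cell ratio of nuclear to cytoplasmic median beta-catenin stain intensity; plate controls were DMSO negative control for no effect and GSK-3 inhibitor IX positive control for full effect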
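Technique: fluorescence imaging of beta-catenin antibody stain plus DAPI / Material: human HeLa cell line / Incubation: compound treatment 24 h, 37°C, 5% CO2 / Read-out basis: % activation of per-cell nuclear versus cytoplasmic median beta-catenin signal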
Dynein cargo inh cytoplasmic EGFP: recorded beside Dynein cargo inh, whose call it bears; z-score; measured here: cytoplasmic GR-EGFP intensity; hits give high values
Dynein cargo inh nuclear GR-EGFP: further read-out of Dynein cargo inh, marked with its call; z-score; measured here: nuclear GR-EGFP intensity;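 lower value marks the stronger effect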
Dynein cargo inh cell count: recorded beside Dynein cargo inh, whose call it bears; z-score; measured here: cell count per field
Ins promoter up cell count: second read-out of Ins promoter up, no call of its own (marks repeat the call); cell count; measured here: cytotoxicity, nuclei count;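 total cells summed across four imaged fields per well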
Lipid droplet cells 6.5 µM: recorded beside Lipid droplet, whose call it bears; cell count; measured here: cell count, cytotoxicity flag;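 cells counted across two imaged fields per well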
bCat nuc transl cell count 5 µM: also measured in bCat nuc transl; calls as there; cell count; measured here: cell count, cytotoxicity flag
T cell HTS vesicle-bound %: recorded beside T cell HTS, whose call it bears; double positive events, %; measured here: CD8+ vesicle-bound cell fraction;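 binding gate set so that unloaded-vesicle control wells show 10% double positive cells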
MT stabilizer Hoechst-high %: second read-out of MT stabilizer, no call of its own (marks repeat the call); % Hoechst-high responders; measured here: nuclear condensation Hoechst responders;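 share of cells brighter than vehicle mean plus two SD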
MT stabilizer cytotoxicity %: second read-out of MT stabilizer, no call of its own (marks repeat the call); toxicity, %; measured here: cytotoxicity by cell density;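 0% = mean cell density of plate MIN control wells and 100% = no cells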
Myeloid diff 2 GFP+ MAC1+ %: recorded beside Myeloid diff 2, whose call it bears; GFP+ MAC1+ double positive, %; measured here: differentiation confirmed by MAC1 staining
* = called active by the depositor; i = inactive; nt = no result given. An unsorted share of the library; 3% or so of the library scored in one or more.

SMILES	Ins promoter up	Ins promoter up cell count	Lipid droplet	Lipid droplet cells 6.5 µM	T cell HTS	T cell HTS vesicle-bound %	Myeloid diff 2	Myeloid diff 2 GFP+ MAC1+ %	MT stabilizer	MT stabilizer Hoechst-high %	MT stabilizer cytotoxicity %	TNAP activators	human PMI inhibition	Dynein cargo inh	Dynein cargo inh cytoplasmic EGFP	Dynein cargo inh nuclear GR-EGFP	Dynein cargo inh cell count	bCat nuc transl	bCat nuc transl cell count 5 µM
COC(=O)C1=C(C)N(C)C(=S)N(C)C1c1ccc(OC)cc1 (stereo not drawn)	-0.64	1289	2	713	i	48	i	0.2	3.6	3.8	9.4	1.2	-3%	-0.41	-0.15	0.23	-0.51	-2.9	1135
O=C(CCN1C(=O)COc2ccccc21)NCc1cccs1	-0.22	1597	nt	nt	i	24	i	0.9	2.7	2.1	6.0	1	-10%	0.49	-0.29	0.26	0.71	-0.7	1323
COc1cccc(N(CC(=O)O)S(=O)(=O)c2ccccc2)c1	1.7	1221	-3	787	i	32	i	1.0	2.6	1.7	8.2	1.1	0%	0.043	-0.22	0.35	-1.2	nt	nt
O=C(NCC(=O)N1CCN(c2ncccn2)CC1)c1cccs1	nt	nt	14	810	i	32	i	1.7	1.8	3.2	7.2	1.1	-7%	-0.64	-0.19	-0.51	1.8	nt	nt
CCOC(=O)C1=C(C)C(c2cccc(Oc3ccccc3)c2)NC(=S)N1 (stereo not drawn)	-0.45	997	-37	728	i	61	i	0.2	3.9	3.2	8.4	0.9	25%	-0.089	-0.33	-0.31	0.5	0.0	541
Cc1cc(NC(=O)C2CCCCC2C(=O)O)no1 (stereo not drawn)	-0.05	1270	-3	795	i	31	i	0.6	3.2	2.0	4.4	1.1	6%	1.3	-0.21	0.83	-0.44	nt	nt
C/C(=N\NC(=O)C1CC1)c1ccc(N2CCOCC2)cc1	-0.2	1386	13	700	i	22	i	0.4	2.5	1.3	4.2	1.2	-1%	0.33	-0.2	0.2	0.62	-3.3	1042
Cn1c(=O)c(=O)n(C)c2cc(S(=O)(=O)Nc3ccc(OC(F)(F)F)cc3)ccc21	nt	nt	11	813	i	27	i	6.7	2.2	1.6	7.4	1	10%	0.87	0.1	0.44	-1.3	-6.1	1213
Cc1nn(Cc2ccccc2Cl)c(C)c1C(=O)NCCN1C(=O)S/C(=C\c2ccccc2)C1=O	0.09	1371	-1	728	i	42	i	0.9	2.7	3.0	9.3	1	1%	-0.63	-0.16	-0.4	0.61	nt	nt
CCOC(=O)C1=C(Nc2ccc(Cl)cc2)OCC1=O	0.59	1414	2	672	i	56	i	0.8	nt	nt	nt	nt	nt	0.26	-0.27	0.097	0.74	-1.4	1073
CCOC(=O)c1cc(CC)sc1/N=C/C1C(=O)CCCC1=O	-0.34	1062	5	689	i	64	i	0.2	3.7	2.1	9.9	0.9	17%	-0.5	-0.32	0.083	0.39	-4.5	1118
Cn1c(=O)[nH]c(=O)c2c1nc(N1CCOCC1)n2CC(=O)c1ccccc1	0.05	1453	11	749	i	60	i	0.2	2.3	3.0	13	1.1	14%	2.3	-0.00079	1.8	-2.1	-0.9	996
CCOc1ccc2nc(N/C(N)=N/S(C)(=O)=O)nc(C)c2c1	0.12	1101	-5	693	i	18	i	0.4	nt	nt	nt	nt	nt	-0.15	-0.79	-0.4	0.19	0.4	1324
COc1ccc(/C=N/NC(=O)CNC(=O)C2COc3ccccc3O2)cc1OC (stereo not drawn)	1.8	1464	-18	686	i	59	i	0.3	3.4	2.8	7.7	1.1	21%	-0.39	-0.34	-0.5	0.56	-1.1	1025
CC1CCCC(NC(=O)COC(=O)Cc2ccc(Br)cc2)C1C (stereo not drawn)	2	1266	-8	687	i	27	i	0.1	4.1	1.5	2.6	1	9%	-0.75	-0.32	-0.33	0.97	-1.2	969
CC(C)(C)c1ccc(C(=O)Nc2ccc(F)cc2)s1	0.13	940	29	724	i	25	i	0.2	nt	nt	nt	nt	nt	0.88	-0.21	0.94	-0.1	-1.3	1336
CCCc1nc2ccccc2n1Cc1ccccc1OC	-0.67	1268	-30	607	i	35	i	0.5	3.3	2.1	0.2	1.1	6%	-1.1	-0.27	-0.55	0.86	-0.2	1056
COc1ccc(NC2c3ccccc3C(=O)N2c2ccccn2)cc1Cl (stereo not drawn)	1.1	1077	nt	nt	i	27	i	5.4	2.4	2.1	8.5	1	8%	-0.14	-0.24	-0.016	0.29	nt	nt
Cc1cccc(NC(=O)C(=O)NCc2ccccn2)c1	0.87	1334	nt	nt	i	13	i	5.9	3.7	1.6	6.5	1	4%	0.11	-0.025	0.64	-0.023	0.7	1437
CCOc1ccc(CN2C(=O)c3ccccc3C2=O)cc1C(=O)Nc1nnc(SCC)s1	nt	nt	0	646	i	45	i	0.4	2.4	2.7	2.8	1.1	22%	-0.22	-0.23	0.88	0.11	0.5	965
CC1CCN(C(=O)CSc2nnc(CNC(=O)c3ccco3)o2)CC1	-0.26	960	8	777	i	36	i	0.4	1.5	1.0	9.6	1.1	-2%	0.19	0.12	0.44	-0.033	nt	nt
CCOC(=O)c1sc(N/N=C/c2ccccc2)nc1C	-1	2260	17	619	i	49	i	1.0	4.6	2.7	3.2	1.1	60%*	-0.41	-0.28	-0.5	0.39	-0.7	970
O=C(O)CCC(=O)Nc1ccccc1C(=O)NC1CCCCC1	0.16	1304	5	780	i	58	i	0.5	3.4	1.9	9.2	1.1	10%	-1.1	-0.25	-0.47	0.058	-3.5	1289
O=C(c1ccccc1)n1ccc(-c2cnc(-c3ccccc3)s2)n1	-0.07	906	18	839	i	47	i	1.6	1.9	1.5	0.9	1.2	2%	-0.19	0.91	-0.2	0.084	nt	nt
CSCCNC(=O)c1ccc(C(C)(C)C)cc1	0.84	1313	-3	727	i	24	i	0.4	2.5	1.7	1.5	1.1	7%	-1	-0.26	-0.51	-0.69	-0.9	1205
O=[N+]([O-])c1ccccc1/C=C/C=N/N1CCCCC1	-0.44	1293	22	707	i	43	i	0.3	3.6	2.0	12	1.1	7%	0.48	0.0014	0.52	0.13	0.1	1115
CNC(=S)NNC(=O)COc1cccc(C)c1C	-0.18	1433	-4	744	i	6	i	0.9	1.3	1.4	2.0	1	3%	nt	nt	nt	nt	-2.4	1217
CCOC(Cn1cc(C)c(=O)[nH]c1=O)OCC	1.2	1130	-2	695	i	18	i	0.2	2.4	2.7	1.8	1.1	-4%	-0.37	-0.2	-0.18	0.55	-1.1	1113
COc1cc(S(=O)(=O)N(C)C)ccc1F	0.48	1173	-11	721	i	43	i	3.2	3.2	2.1	0.2	1.1	1%	-0.76	-0.21	-0.46	0.25	-1.8	1190
COc1ccc(C2=NOC(C(=O)NCc3cccs3)C2)cc1OC (stereo not drawn)	-0.81	947	20	850	i	30	nt	nt	41*	67*	25*	1.3	-7%	0.44	-0.18	0.11	0.034	nt	nt
CC(=O)c1ccc(N2CCN(C(=O)c3ccc(OCc4c(C)noc4C)cc3)CC2)cc1	-0.65	1102	nt	nt	i	13	i	1.0	4.3	3.0	11	1	-4%	-0.9	-0.071	-0.6	1.4	-1.3	912
CCOc1ccc(NC(=S)Nc2cc(-c3ccccc3)[nH]n2)cc1	nt	nt	nt	nt	i	1	i	5.0	0.6	1.6	19	0.9	35%	1.4	-0.23	0.98	-0.29	nt	nt
COc1ccc2c(c1)c1ncn(CCN3CCCCC3)c(=O)c1n2C	0.31	902	-9	764	i	37	i	5.8	2.6	2.1	6.8	1.1	8%	-0.097	-0.23	-0.23	0.7	3.9	1007
Cc1ccccc1CC1(CO)CCCN(C(=O)c2cc(Cl)ccc2F)C1 (stereo not drawn)	-0.94	1683	-30	747	i	30	i	0.0	5.8	1.4	4.2	1	1%	1.9	-0.27	1	-0.36	-0.6	1546
